Source: PubChem (National Center for Advancing Translational Sciences (NCATS))
GLP-1R inv ag: acts as inverse agonist at human GLP-1 receptor. P43220. HEK293 GLP-1R CRE-luciferase, luminescence, 24 h; GLP-1R form is constitutively active. Potency, µM (top dose mostly 38.3 µM), for the others: top-dose activity change, negative = inhibition, hits mostly inhibitors. actives 1.6% (n = 410,000). AID 624417; further: on the % scale 0 is the no-effect control and ±100 the full control effect; nearly all actives have a fitted effect of over 55% in size
Target sequence (P43220 whole entry, looked up): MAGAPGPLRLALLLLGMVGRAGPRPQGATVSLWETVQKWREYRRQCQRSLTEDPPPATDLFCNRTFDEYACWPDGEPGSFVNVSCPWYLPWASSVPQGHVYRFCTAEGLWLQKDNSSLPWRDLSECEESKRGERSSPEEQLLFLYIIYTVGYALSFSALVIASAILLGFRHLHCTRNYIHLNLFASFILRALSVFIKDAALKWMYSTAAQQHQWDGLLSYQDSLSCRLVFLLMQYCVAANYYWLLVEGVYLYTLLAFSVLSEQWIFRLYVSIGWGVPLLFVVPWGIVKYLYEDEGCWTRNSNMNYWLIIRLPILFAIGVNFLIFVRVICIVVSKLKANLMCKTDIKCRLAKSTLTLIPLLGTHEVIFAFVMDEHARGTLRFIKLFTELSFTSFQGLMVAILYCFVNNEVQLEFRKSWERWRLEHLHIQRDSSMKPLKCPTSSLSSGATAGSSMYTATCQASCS
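qHTS in 1536-well format: reporter HEK293 cells expressing constitutive GLP-1R activity in DMEM + 10% Nu serum, 24 hr with compounds at 37 deg C, luminescence read after 12 min with detection reagent.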
HT1080 IDH1KD tx: toxicity to HT-1080 IDH1 knockdown cells (counter line); HT-1080 IDH1 knockdown viability, ATP luminescence, 48 h; Potency, µM (top dose mostly 46.1 µM), inactives show top-dose activity, negative = toxicity, actives largely listed as cytotoxic; actives 2% (n = 360,000); AID 686971;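 further: 0% = DMSO wells and -100% = cell-free medium wells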
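IDH1KD HT-1080 cells, 750/well, RPMI + 5% FBS; compound pinned after 2 h settling; 48 h, 37 °C; CellTiter-Glo luminescence; % activity normalised to DMSO and no-cell wells; curves fitted, classed by r2 and efficacy.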
KB-3-1 tox: kills parental KB-3-1 adenocarcinoma cells. KB-3-1 viability, CellTiter-Glo ATP luminescence, 72 h. Potency, µM (highest dose often 46.1 µM), without a hit: top-dose activity change, negative = cytotoxic, actives largely listed as cytotoxic. actives 1.4% (n = 400,000). AID 1347075; further: on the % scale 0 is the no-effect control and ±100 the full control effect; nearly all actives have a fitted effect of over 60% in size
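KB-3-1 cells, DMEM (no phenol red) + 10% FBS; compound by pin transfer, 72 h, 37 °C. Readout: CellTiter-Glo luminescence after 10 min. Data normalized, curve-fitted.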
KB-V1 cytotox: KB-V1 MDR subline cytotoxicity | KB-V1 MDR cells viability, CellTiter-Glo, 72 h | Potency, µM (top dose mostly 46.1 µM), inactives show top-dose activity change, negative = cytotoxicity, actives largely listed as cytotoxic | actives 3.4% (n = 400,000) | AID 1347076; further: on the % scale 0 is the no-effect control and ±100 the full control effect; nearly all actives have a fitted effect of over 60% in size
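KB-V1 cells (P-gp-expressing MDR subline of KB-3-1) in phenol-red-free DMEM with 10% FBS were exposed to library compounds over a concentration series for 72 h at 37 degrees C. Viability read by CellTiter-Glo luminescence; concentration-effect curves fitted after normalization.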
GLP1R cytotox: cytotoxicity in counter-screen for GLP-1R inverse agonists. HEK293 cAMP-luciferase reporter cells, luminescence, 24 h. Potency, µM (titrated, usually from 38.3 µM), for the others: top-dose activity change, negative = inhibition, most hits filed as inhibitors. actives 0.13% (n = 410,000);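 further: loss of luciferase light is scored as toxicity; on the % scale 0 is the no-effect control and ±100 the full control effect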
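1536-well qHTS counterscreen of the MLSMR; 200 cells/uL, 12 h pre-incubation, 23 nL cpd, 24 h at 37 deg C 5% CO2, luciferase detection reagent, 12 min RT, luminescence. Inhibition = undesired.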
HT1080-NT tox: kills 2HG-producing HT-1080-NT fibrosarcoma cells | actives 1.6% (n = 360,000) | HT-1080-NT fibrosarcoma viability, CellTiter-Glo ATP luminescence, 48 h | Potency, µM (doses to about 46.1 µM), without a hit: top-dose activity, negative = less viability, most hits filed as cytotoxic;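 further: NT is the 2HG producing partner of a matched IDH1 knockdown line; 0% = DMSO-treated cells and -100% = media-only wells without cells; nearly all actives have a fitted effect of over 55% in size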
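Fibrosarcoma NT cells, 750 per well in 5% FBS RPMI, were exposed to compound for 48 hours. Viability: CellTiter-Glo luminescence.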
SW480 rerep: induces DNA re-replication in SW480 colon adenocarcinoma cells | Potency, µM (series often up to 46.1 µM), for the others: at the highest dose re-replication activation, usual class: activators | actives 1.8% (n = 340,000) | SW480 DNA re-replication, Hoechst DNA content imaging, 48 h; further: % of control where 0% means no effect; nearly all actives have a fitted effect of over 55% in size
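Image-based DNA-content assay: after two days of treatment, nuclei were labelled with the DNA dye Hoechst and imaged, and hits were compounds raising the count of nuclei showing high fluorescence intensity.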
GLP1R ag: agonists of human GLP-1 receptor | P43220 | HEK293 GLP-1R CRE-luciferase, luminescence, 4-6 h; cells express a hypersensitive GLP-1R form | Potency, µM (doses to about 45.6 µM), inactives show at the top dose activation, actives largely listed as activators | actives 0.007% (n = 380,000) | AID 624172; further: % of control where 0% means no effect
TDP43 rescue: inhibitors of TDP-43 toxicity in yeast. TDP-43 expressing yeast growth rescue, BacTiter-Glo, 24 h. Potency, µM (titrated, usually from 46.1 µM), for the others: at the highest dose growth rescue (activation), actives largely listed as activators. actives 1.8% (n = 410,000). AID 652104; further: % of control where 0% means no effect; nearly all actives have a fitted effect of over 50% in size
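Yeast cells expressing TDP-43 under galactose induction are exposed to compounds for 24 hr at 30 deg C. BacTiter-Glo luminescence measures growth, so protective compounds score as activators.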
Starred values were filed as active, the others as inactive; u = inconclusive; x = no result given; & = joins results of further samples; [ ] = dose if it differs, or a comment. The call rests on the fitted dose curve; in most records, active means well fitted curve in the direction sought with a large enough effect; inconclusive means small, poorly fitted or top-dose-only effect, or another doubt; inactive means no such curve, though single readings can be large; an effect the other way counts as inactive or inconclusive. Potency means the concentration at half of the fitted maximal effect.

compound | GLP-1R inv ag | HT1080 IDH1KD tx | KB-3-1 tox | KB-V1 cytotox | GLP1R cytotox | HT1080-NT tox | SW480 rerep | GLP1R ag | TDP43 rescue
O=c1cc(CO)oc(C(Nc2ccccn2)c2ccccc2F)c1O (stereo not drawn) | -20% | -2% | u | 12% | -11% | -5% | 0% | 4% | 17%
CCOc1nc2cnccc2n(CC(=O)Nc2cccc(C)c2)c1=O | 5% | -2% | 1% | 12% | -5% | 2% | 0% | 10% | -21%
Cc1nnc(Cl)c2nn(-c3ccccc3)c(C)c12 | 6% | 0% | 1% | -12% | 15% | -3% | -108%[inhibitor] | 4% | 12%
O=c1oc2cc(O[C@@H]3OC[C@@H](O)[C@H](O)[C@H]3O)ccc2c2ccccc12 | 2% | 1% | -2% | 25% | -3% | 6% | u | 28% | -10%
Cc1cc(C)c(Cn2cnc(-c3ccc([N+](=O)[O-])cc3)c2)c(C)c1 | 10% | u | -14% | -8% | 1% | -22% | 0% | 2% | -11%
CCOc1ccc(C(=O)Cn2cnnc2C#N)cc1 | -4% | 3% | 20% | 7% | 16% | 11% | -4% | 4% | 25%
COc1ccc(CCNC(=O)c2ccc3c(c2)N(Cc2ccccc2)CCS3)cc1OC | u | -13% | 19% | -17% | -11%&-24% | -9% | u | 0% | 6%&6%
CCN(CC(=O)Nc1ccccc1C(F)(F)F)C(=O)CCS(=O)(=O)c1ccc(Cl)cc1 | u | 16% | -5% | -24% | -1% | 7% | 1% | 15% | 15%
CC(=O)c1cc(NC(=O)c2ccccc2)c(=O)oc1C | 50%[activator] | u | -5% | 14% | -25% | 6% | 0% | -6% | 22%
COc1ccc(CNC(=O)CCSCc2ccccc2Cl)c(OC)c1 | u | 11% | 14% | 13% | -7% | 4% | -2% | -1% | 36%
CCOC(=O)CSc1nc2c(cnn2-c2ccc(F)cc2)c(=O)[nH]1 | 6% | 11% | 7% | -1% | -12% | 7% | -9% | 13% | -5%
CCCN(CC(=O)Nc1ccccc1OC)CC(=O)c1c(N)n(Cc2ccccc2)c(=O)n(C)c1=O | 10% | 6% | u | -25% | 7% | -1% | -8% | -5% | 10%
O=C(O)CCC(=O)c1ccc2c(c1)OCCCO2 | 7% | 11% | -6% | 3% | -6% | -5% | -12% | 4% | -2%
OC[C@@H]1CN(CCN2CCOCC2)C[C@H](n2cnc3c(Nc4ccccc4)ncnc32)O1 | 21% | 5% | 0% | 3% | -5% | 19% | x | -7% | 21%
COc1ccc(CNC(=O)C(C)Sc2ccc(S(=O)(=O)N3CCOCC3)cn2)cc1 (stereo not drawn) | 14% | 19% | -13% | -15% | 2% | 6% | -1% | -1% | 5%

Some of the entries so far, with two lines to a compound.
Order of results: GLP-1R inv ag | HT1080 IDH1KD tx | KB-3-1 tox | KB-V1 cytotox | GLP1R cytotox | HT1080-NT tox | SW480 rerep | GLP1R ag | TDP43 rescue
> CC(=O)c1cc(NC(=O)c2ccccc2)c(=O)oc1C
→ 50%[activator] | u | -5% | 14% | -25% | 6% | 0% | -6% | 22%
> O=c1oc2cc(O[C@@H]3OC[C@@H](O)[C@H](O)[C@H]3O)ccc2c2ccccc12
→ 2% | 1% | -2% | 25% | -3% | 6% | u | 28% | -10%

Quoted from the listing (three entries):
compound | GLP-1R inv ag | HT1080 IDH1KD tx | KB-3-1 tox | KB-V1 cytotox | GLP1R cytotox | HT1080-NT tox | SW480 rerep | GLP1R ag | TDP43 rescue
O=c1cc(CO)oc(C(Nc2ccccn2)c2ccccc2F)c1O (stereo not drawn) | -20% | -2% | u | 12% | -11% | -5% | 0% | 4% | 17%
CCOc1nc2cnccc2n(CC(=O)Nc2cccc(C)c2)c1=O | 5% | -2% | 1% | 12% | -5% | 2% | 0% | 10% | -21%
Cc1nnc(Cl)c2nn(-c3ccccc3)c(C)c12 | 6% | 0% | 1% | -12% | 15% | -3% | -108%[inhibitor] | 4% | 12%

More results:
compound | GLP-1R inv ag | HT1080 IDH1KD tx | KB-3-1 tox | KB-V1 cytotox | GLP1R cytotox | HT1080-NT tox | SW480 rerep | GLP1R ag | TDP43 rescue
CCCn1nc(C(=O)NNC(=O)Cc2ccc(S(=O)(=O)N3CCOCC3)s2)c2ccccc2c1=O | -19% | -2% | 26% | -5% | 0% | -1% | 1% | -7% | -1%
COc1ccc(/C=C/C(=O)Nc2ccccc2C(=O)NCC(c2ccc(OC)cc2)N(C)C)cc1 (stereo not drawn) | u | u | -1% | 11% | -5% | u | 106% | 7% | -19%
COC(=O)N/N=C/c1ccc(-c2ccc(Cl)cc2Cl)o1 | 5% | -10% | -14% | 0% | -2% | -1% | 0% | 9% | 1%
O=C(O)CCCn1cc(NC(=O)COc2ccc([N+](=O)[O-])cc2)cn1 | 4% | 5% | 3% | u | -2% | 5% | 1% | -7% | 4%
O=C(O)C(Cc1ccccc1)N1C(=O)/C(=C/c2cccnc2)SC1=S (stereo not drawn) | 4% | -4% | 19% | 3% | 4% | -2% | -9% | 3% | 17%
O=C(Nc1ccc(Cl)cc1N1CCOCC1)C1CC1 | 4% | -2% | 0% | 16% | 0% | 0% | -16% | 5% | 2%
CCCC(NC(=O)c1ccc(Br)o1)c1nc2ccccc2[nH]1 (stereo not drawn) | -9% | 2% | -2% | -1% | -19% | 5% | 2% | 6% | 22%
Cc1nc(SCC(=O)NCC(F)(F)F)c2c(-c3cccs3)csc2n1 | u | -9% | -16% | -17% | -9% | -2% | 1% | -5% | -7%
O=C(NCCc1ccccc1)C(=O)c1c(-c2ccccc2)cc2ccccn12 | -1% | 6% | 8% | 21µM* | -9% | 5% | -8% | 0% | 16%
COC(=O)N/N=C(\C)c1ccc(OC(F)F)cc1 | 7% | 15% | -2% | u | 24% | 13% | -4% | 1% | -18%
Cc1c(-c2ccccc2)n(O)[n+]([O-])c1-c1ccccc1 | 3% | -13% | 0% | -36% | -7% | -13% | x | -3% | 0%
CC(=O)Nc1ccc2c(c1)C(N1CC3CCC(CC3)C1)c1ccccc1-2 (stereo not drawn) | u | u | u | -28% | 0% | -20% | 11% | 6% | -12%
OCCC1CN(Cc2cnn(-c3ccc(F)cc3)c2)CCN1Cc1ccsc1 (stereo not drawn) | u | -5% | 5% | u | u | -18% | -9% | 8% | -8%
COc1ccccc1-c1ccc(Nc2cccc(C(F)(F)F)c2)nn1 | -20% | 24% | 13% | 16% | -25% | 25% | -5% | -6% | -4%
O=C(NCc1ccco1)C(=O)NCC1OCCCN1S(=O)(=O)c1ccc(Cl)cc1 (stereo not drawn) | -22% | -9% | -4% | -3% | -4% | -3% | -51% | 7% | -7%

Continued:
Codes: A = GLP-1R inv ag; B = HT1080 IDH1KD tx; C = KB-3-1 tox; D = KB-V1 cytotox; E = GLP1R cytotox; F = HT1080-NT tox; G = SW480 rerep; H = GLP1R ag; I = TDP43 rescue
canonical_smiles: CCOCCCNC(=S)N1CCC(NC(=O)c2ccco2)CC1
  A = 6%; B = -2%; C = 19%; D = 11%; E = 1%; F = 1%; G = -26%; H = 0%; I = -9%
canonical_smiles: CCN1CCN(C(=S)Nc2ccc([N+](=O)[O-])cc2)CC1
  A = -20%; B = -14%; C = 0%; D = -9%; E = -15%; F = -18%; G = 3%; H = -5%; I = -11%
canonical_smiles: CCOc1ccc(C(=O)N2CCc3cc(OC)c(OC)cc3C2)cc1OCC
  A = 14%; B = u; C = 3%; D = u; E = -12%; F = -10%; G = 6%; H = 14%; I = 11%
canonical_smiles: COc1cc(/C=N/NC(=O)c2ccc3c(c2)OCCO3)cc(Br)c1O
  A = -4%; B = 0%; C = 3%; D = 0%; E = -3%; F = -4%; G = 0%; H = 3%; I = 3%
canonical_smiles: CCOC(=O)c1c(NC(=O)CCCN2CCOCC2)sc2c1CC(C)(C)OC2
  A = 15%; B = 2%; C = 5%; D = 0%; E = 7%; F = -2%; G = 1%; H = 0%; I = -6%
canonical_smiles: CC(=O)N1CCN(C(=O)c2cc3ccccc3o2)CC1
  A = 14%; B = 7%; C = 1%; D = u; E = 3%; F = 11%; G = -26%; H = 7%; I = -9%
canonical_smiles: Cc1ccc(NC(=O)c2ccc3c(c2)NC(=O)c2ccccc2S3)cc1
  A = u; B = x; C = 6.5µM*; D = 9.2µM*; E = -33%; F = x; G = x; H = x; I = 26%
canonical_smiles: COc1ccccc1C(=O)COC(=O)COc1cccc2c1OC(C)(C)C2
  A = 14%; B = -7%; C = -7%; D = 0%; E = 12%; F = -4%; G = -6%; H = 7%; I = u
canonical_smiles: Cc1[nH]c2ccc(-c3n[nH]c(=S)n3-c3ccc(Br)cc3)cc2c1C
  A = u; B = -1%; C = -12%; D = -28%; E = -2%; F = -7%; G = -4%; H = 12%; I = -12%[0.397 µM]
canonical_smiles: CN(C)CCCOc1ccc(-c2cccc3nncn23)cn1
  A = -19%; B = 27%; C = 0%; D = 16%; E = 3%; F = u; G = x; H = -2%; I = 12%

Next entries.
Codes: A = GLP-1R inv ag; B = HT1080 IDH1KD tx; C = KB-3-1 tox; D = KB-V1 cytotox; E = GLP1R cytotox; F = HT1080-NT tox; G = SW480 rerep; H = GLP1R ag; I = TDP43 rescue
canonical_smiles: C/C(Cc1ccccc1)=N\NC(=O)CNC(=O)c1cccc(F)c1
  A = 2%; B = 11%; C = 0%; D = -13%; E = 10%; F = 26%; G = -5%; H = 0%; I = 12%
canonical_smiles: COc1ccc(CCNC(=O)CSc2nnnn2-c2ccc(OC)c(OC)c2)cc1OC
  A = 3%; B = 2%; C = -3%; D = -22%; E = 11%; F = 3%; G = -12%; H = 9%; I = -11%
canonical_smiles: CCOc1ccc(-c2cc(C(F)(F)F)c(C#N)c(SCC(=O)Nc3ccccc3)n2)cc1
  A = 2%; B = x; C = u; D = u; E = 28%; F = x; G = x; H = x; I = 11%
canonical_smiles: Cc1ccc2ncnc(Nc3ccccc3)c2c1
  A = 11%; B = -3%; C = 4%; D = u; E = 3%; F = -2%; G = 3%; H = 5%; I = -18%
canonical_smiles: CCOc1ccc(NC(=O)c2ccc3c(c2)N(C)CCS3)cc1
  A = -5%; B = 1%; C = 11%; D = -19%; E = -4%; F = 2%; G = x; H = 11%; I = u

The order is random; overall some 9.4% were active at least once.
